# CYP2C19 act = activators of human cytochrome P450 2C19 | activation factor at 5 µM | 96,000 tested, under 10 active | P33261 | recombinant CYP2C19, luciferin-H EGE luminescence; hits give high values; 0 = fully inhibited enzyme, 1 = untreated enzyme;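 active means activation factor of at least 2 at 5 µM in the primary screen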;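 further: 0 = wells with 2.5 mM tranylcypromine and 1 = vehicle-only wells; values of inactives mirror those of a sister screen read the other way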
# PLAP act = activators of human placental alkaline phosphatase; P05187; purified PLAP enzyme, luminescent substrate read-out; hits give high values; activation fold at 20 µM; hit rate 1.2% among 96,000; AID 696; in the data active means activation fold above about 2
# CYP2C9 inhib = inhibitors of human CYP2C9; P11712; CYP2C9 Supersomes, luciferin-H conversion, luminescence; inhibition, % at 5 µM; hit rate 20% among 96,000; AID 777;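 active means blocking of liver enzyme CYP2C9 beyond about 50% at 5 µM, limit read from the data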; further: values of inactives mirror those of a sister screen read the other way
# Pyk2 oligo antag = blocks oligomerization of human Pyk2 in cells | Q14289 | Q293 cells, Pyk2 FERM NanoBiT luminescence; hits give low values | z-score (the deposit names both 25 µM and 10 µM) | hit rate 0.83% among 99,000;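 active means Z-score of -3 or lower, scaled per plate to the spread of control and sample wells; inactive means z-score above -3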;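 further: negative z-score means lost luminescence so less FERM oligomerization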
# Target sequence (Q14289 whole entry, looked up): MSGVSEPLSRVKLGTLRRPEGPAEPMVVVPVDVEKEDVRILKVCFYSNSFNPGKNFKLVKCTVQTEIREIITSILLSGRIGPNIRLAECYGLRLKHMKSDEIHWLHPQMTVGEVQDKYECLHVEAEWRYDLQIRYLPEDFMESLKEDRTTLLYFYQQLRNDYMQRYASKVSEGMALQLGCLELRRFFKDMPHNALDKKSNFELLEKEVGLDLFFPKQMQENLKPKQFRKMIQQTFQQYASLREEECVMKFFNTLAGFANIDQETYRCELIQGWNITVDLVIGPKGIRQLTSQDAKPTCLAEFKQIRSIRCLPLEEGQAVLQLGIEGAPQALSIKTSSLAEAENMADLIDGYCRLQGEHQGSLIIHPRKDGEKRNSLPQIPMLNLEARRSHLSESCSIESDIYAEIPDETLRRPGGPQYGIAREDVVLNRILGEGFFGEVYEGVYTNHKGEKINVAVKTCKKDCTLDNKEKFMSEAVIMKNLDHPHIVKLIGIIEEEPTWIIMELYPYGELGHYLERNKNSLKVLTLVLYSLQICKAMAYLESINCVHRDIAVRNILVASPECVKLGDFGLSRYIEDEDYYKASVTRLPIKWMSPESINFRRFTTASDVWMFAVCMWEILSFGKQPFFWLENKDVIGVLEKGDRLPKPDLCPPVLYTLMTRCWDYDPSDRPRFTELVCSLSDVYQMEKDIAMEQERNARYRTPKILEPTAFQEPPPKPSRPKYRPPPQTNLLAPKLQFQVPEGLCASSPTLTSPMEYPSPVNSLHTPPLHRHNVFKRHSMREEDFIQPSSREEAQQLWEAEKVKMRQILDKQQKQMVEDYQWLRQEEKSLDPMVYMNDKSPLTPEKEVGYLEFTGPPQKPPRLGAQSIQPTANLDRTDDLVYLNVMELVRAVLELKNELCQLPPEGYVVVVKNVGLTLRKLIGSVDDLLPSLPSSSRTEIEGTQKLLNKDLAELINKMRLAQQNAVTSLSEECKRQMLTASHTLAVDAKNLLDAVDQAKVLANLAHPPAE
# CYP2C19 inh = blocks human cytochrome P450 2C19. CYP2C19 Supersomes, luciferin-H EGE luminescence, 30 min. inhibition, % at 5 µM. hit rate 21% among 96,000. P33261;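 active means CYP2C19 inhibition above a set limit at 5 µM in the primary screen, cut at about 50% in these data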;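 further: plate controls were negative control wells for no effect and 2.5 mM tranylcypromine positive control for full effect; values of inactives mirror those of a sister screen read the other way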
# Mac1 fbg enh = increases human CD11b/CD18 adhesion to fibrinogen; activation, % at 10 µM; K562 CD11b/CD18 adhesion to fibrinogen, ATPlite luminescence; hit rate 0.07% among 93,000; P05107+P11215;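 active means 10 µM primary screen giving 50% or more activity, confirmed by 40% or more on retest at that dose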; further: strong numbers were not always called active; reference of the scale not given here
# CD11b adhes inh = inhibitors of human CD11b/CD18 binding to fibrinogen | P05107+P11215 | K562 CD11b/CD18 adhesion to fibrinogen, ATPlite luminescence; Mn2+ added to activate the integrin | hit rate 0.54% among 93,000 | inhibition, % at 10 µM;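 active means primary inhibition of 50% or more at 10 µM, then 40% or more on retest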; further: some results filed as inactive read as strong as hits
# CYP2C9 act = CYP2C9 (human) activation; recombinant CYP2C9, luciferin-H conversion, luminescence; hits give high values; factor 1 = untreated enzyme, 0 = blocked; hit rate 1.4% among 96,000; P11712; activation factor at 5 µM;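 active means activation factor of 2 or more for CYP2C9 at a 5 µM dose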;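 further: 0 = sulfaphenazole-blocked wells and 1 = vehicle-only wells; values of inactives mirror those of a sister screen read the other way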
# MT1-MMP txn act = activates MT1-MMP transcription | HT1080 MT1-MMP promoter luciferase reporter, luminescence, overnight; hits give high values | activation factor at 10 µM | hit rate 0.16% among 86,000;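 active means activation factor of at least 2 for MT1-MMP transcription at 10 µM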
# Active calls of the source: *; . = no result given.
compound	CD11b adhes inh	CYP2C9 act	CYP2C9 inhib	Mac1 fbg enh	MT1-MMP txn act	PLAP act	CYP2C19 inh	CYP2C19 act	Pyk2 oligo antag
Clc1ccc(-c2nc(NCCN3CCOCC3)c3ccccc3n2)cc1	2	0.5	50*	-5	1.1	1	20	0.8	-0.31
CCc1cc(=O)oc2cc(C)c(CN3CCCC3)c(O)c12	-10	1.1	-9	1	1.1	1.3	-16	1.2	-0.52
COc1ccc(C2N=C(N)N=C(N)N2c2ccc(C)cc2)cc1 (centres undefined)	-5	0.9	14	-6	1	0.9	12	0.9	0.57
O=C(CCC1CCCC1)NC1CCCCC1	-45	0.7	28	-1	1.2	1.1	57*	0.4	-0.94
COc1cc(OC)cc(C(=O)n2cnnc2N)c1	-27	1	3	-3	1.1	1.4	11	0.9	1.4
Cc1ccc(Cn2ccc(NC(=O)c3cc(-c4ccc(F)cc4)on3)n2)cc1	0	0.7	34	-1	1.1	1	-12	1.1	0.92
C/C(=N/O)c1cc(C(C)(C)C)c(O)c(C(C)(C)C)c1	-5	0.9	8	-2	1.1	1	2	1	-0.42
O=C(NCCN1CCOCC1)N1CCOCC1	-9	0.7	30	0	1.1	0.9	36	0.6	0.43
CN1C(=O)CS(=O)c2ccc(C(=O)NCCC3=CCCCC3)cc21 (centres undefined)	-18	0.9	7	5	1	1.4	2	1	.
CCCC(=O)Nc1ccccc1N1CCN(C(=O)C(C)C)CC1	8	1.2	-20	-1	1.1	1.2	-5	1.1	1.5
FC(F)(F)c1nnc2sc(-c3ccccn3)nn12	3	0.8	25	0	1.3	1.1	0	1	0.58
CC(C)CC(NC(=O)c1ccc(Cl)cc1)C(=O)O (centres undefined)	-11	1.4	-38	-2	.	0.9	-4	1	-0.3
Cc1c(Nc2ncnc3nc[nH]c23)c(=O)n(-c2ccccc2)n1C	6	1	3	-2	1.1	1	-1	1	.
COc1ccc2cc(CN(CCO)C(=O)c3ccccc3F)c(=O)[nH]c2c1	-1	1	1	2	1.1	0.9	-12	1.1	0.83
CCOc1ccc(C(=O)c2cccs2)cc1	-4	0.5	47	-2	1.2	0.7	73*	0.3	-0.52
Cc1ccc(N=Nc2c(=O)[nH]n3c(=O)cc(C)[nH]c23)cc1	-3	0.7	28	1	.	2.1*	22	0.8	-2.3
CC(C)C(OC(=O)c1ccco1)C(=O)NCc1ccccc1 (centres undefined)	15	0.8	23	-1	1.2	0.8	33	0.7	0.98
COc1ccc(N2CCN(C(=O)CCNS(=O)(=O)c3cccs3)CC2)cc1	5	0.9	12	-2	1.2	0.9	-6	1.1	0.02
O=C(CNC(=O)Cc1ccccc1)NCC(=O)OCc1ccccc1	.	1.1	-13	.	.	1.2	-2	1	0.55
CCOC(=O)Nc1c(C)n(C)n(-c2ccccc2)c1=O	2	1	4	-2	.	0.9	14	0.9	-0.1
COc1ccc(S(=O)(=O)N(C)CC(=O)Nc2cccc(C(C)=O)c2)cc1	-4	0.6	38	3	.	0.8	88*	0.1	-0.13
CCOc1ccccc1C1C(C#N)=C(N)Oc2n[nH]c(CC)c21 (centres undefined)	-7	0.7	33	2	1.1	1	41	0.6	0.57
CCOC(=O)c1nnn(-c2nonc2N)c1CN(C)C1CCCCC1	-5	0.7	26	-2	1.1	1.1	9	0.9	0.53
COc1ccc(NC(=O)N2CCCC(c3nc(-c4ccc(C(C)C)cc4)no3)C2)cc1 (centres undefined)	87	0.3	67*	-8	1.5	1.3	36	0.6	-2.1
CC(C)CCn1c(Cl)nc2c1c(=O)n(C)c(=O)n2C	.	1	2	.	0.9	1.1	55*	0.5	-0.02
CCOc1ccc(-c2noc(-c3ccncc3)n2)cc1OCC	-38	0.2	80*	6	1.1	1.4	70*	0.3	-0.02
Cc1cc(Nc2nc3ccccc3nc2Cl)n(-c2ccccc2C)n1	-8	0.5	49	-1	1.1	1	89*	0.1	-1.2
O=C(CCS(=O)(=O)c1ccccc1)NC12CC3CC(CC(C3)C1)C2	-18	0.9	8	-3	.	0.7	4	1	0.7
CC(=O)Nc1ccc(NC(=O)CSc2nnc(-c3ccccc3)n2Cc2ccc3c(c2)OCO3)cc1	.	0.7	30	.	1.2	1	25	0.8	-1.3
N#CCCN1CCN(S(=O)(=O)c2ccc(S(=O)(=O)NCc3ccccc3)cc2)CC1	-21	0.9	7	-5	1.1	1	14	0.9	.
O=S(=O)(NC1CCCCC1)c1ccc(-c2csnn2)s1	8	0.4	61*	-4	1.2	0.8	100*	0	-0.61
Cc1cc(=O)oc(C)c1C(=O)Nc1cccc2ccccc12	-30	1.1	-11	-4	1.1	0.9	38	0.6	0.77
CC1=Nn2c(nnc2-c2ccc(F)cc2)SC1	-4	1	-4	-2	1	0.9	6	0.9	-0.13
Cn1c(SCC(=O)c2ccc3c(c2)OCO3)nnc1-c1ccccn1	4	0.8	15	-4	1.3	0.9	52*	0.5	1.8
Cn1c(SCC(=O)Nc2ccccc2F)nnc1-c1cccnc1	-4	1	3	1	1.1	0.9	-4	1	.
O=S(=O)(c1ccccc1)c1nc(-c2ccco2)oc1NCCCN1CCOCC1	-21	0.9	6	0	1.1	1.3	16	0.8	-0.65
Cc1cccc(N2C(=O)C3C4CC(C(Br)C4Br)C3C2=O)n1 (centres undefined)	-2	0.9	12	0	.	1.1	11	0.9	-0.32
O=C(CCCOc1ccccc1)Nc1ccc2c(c1)OCCO2	-10	0.4	55*	-2	1.3	0.8	81*	0.2	0.34
COc1ccc(NC(=O)C2CC2)cc1NS(=O)(=O)c1ccc(F)cc1	-3	1	3	-2	.	1.2	58*	0.4	-0.51
Cc1nc(C)c(C(=O)C2=C(O)C(=O)N(CCN3CCOCC3)C2c2cccnc2)s1 (centres undefined)	-9	1.2	-23	-2	1.1	1.5	-15	1.1	0.45
CCCCOC(=O)c1ccc(NC(=O)c2cnccn2)cc1	5	0.8	23	-1	1	0.8	0	1	-0.33
O=C1c2cccc3c([N+](=O)[O-])ccc(c23)C(=O)N1c1nccs1	5	0.7	33	1	1.3	0.9	-16	1.2	-1.4
CCCCSCCCNC(=O)Nc1cccc(OC)c1	-27	0.3	73*	2	.	0.8	80*	0.2	0.26
CCOc1cc(N2CCOCC2)c(OCC)cc1NC(=O)Cc1cccc(OC)c1	32	0.9	15	-2	1.1	1.5	19	0.8	0.9
O=C(NCc1ccccc1)c1cccc(COc2ccccc2Cl)c1	-11	0.9	6	-4	.	0.7	18	0.8	0.01
CC(C)c1nc(N2CCOCC2)c(C#N)c2c1COC(C)(C)C2	-7	0.4	62*	-1	1	1	56*	0.4	-0.33
COCCSc1nnc(NC(=O)C2CCCCC2)s1	2	0.8	24	-2	1.3	1.1	26	0.7	0.01
Cc1ccc2c(c1)CCCN2C(=O)c1ccoc1C	-7	0.6	35	1	1.1	1.2	63*	0.4	-0.12
FC(F)(F)c1cc(-c2cccs2)nc(N2CCOCC2)n1	-14	0.7	30	2	1.1	0.8	9	0.9	0.17
COc1ccc2nc(SCC(=O)Nc3ccc4c(c3)OCCO4)[nH]c2c1	-5	0.2	81*	5	0.7	1.5	36	0.6	-1.4
O=C(c1cc(-c2cccc(O)c2)on1)N1CCOCC1	-9	1.2	-17	1	0.6	1	59*	0.4	.
O=C1Nc2ccccc2C1(c1ccccc1)c1ccccc1	3	0.3	74*	1	.	0.9	72*	0.3	-1.1
Cc1c(NC(=O)C2CCN(S(=O)(=O)c3ccccc3)CC2)c(=O)n(-c2ccccc2)n1C	-10	1	-1	-1	1.1	0.9	-12	1.1	0.31
O=C(NCCN1CCCC1)c1ccc(Cn2c(=S)[nH]c3cc4c(cc3c2=O)OCO4)cc1	-16	0.9	11	31	1.1	1.3	6	0.9	1
CCCC(c1nnnn1CCc1ccccc1)N1CCN(C2CCCC2)CC1 (centres undefined)	1	0.9	6	-4	1.2	1.7	6	0.9	-0.44
N#Cc1nc(COc2ccccc2)oc1NCCN1CCOCC1	-4	0.9	9	4	1.1	0.9	9	0.9	0.62
O=C(Cn1[nH]c(=O)c2ccccc2c1=O)OCC(=O)N1CCc2ccccc2C1	-8	1	-2	0	1	0.9	-12	1.1	0.58
CCn1c2c(c3cc(C(=O)O)ccc31)CCCC2=O	0	1	-3	2	1	1	-8	1.1	0.32
CCCS(=O)(=O)N1CCCC(C(=O)NCCCN(CC)c2cccc(C)c2)C1 (centres undefined)	9	0.9	14	2	1.1	1.3	18	0.8	0.09
Cc1ccc(C(C(=O)NC2CCCC2)N(Cc2ccco2)C(=O)CCC(=O)Nc2ccccn2)cc1 (centres undefined)	15	0.7	29	-3	1.1	1.7	11	0.9	-0.86

# Complete entries as entered above:
# `CC(C)c1nc(N2CCOCC2)c(C#N)c2c1COC(C)(C)C2` as listed: CD11b adhes inh = -7; CYP2C9 act = 0.4; CYP2C9 inhib = 62*; Mac1 fbg enh = -1; MT1-MMP txn act = 1; PLAP act = 1; CYP2C19 inh = 56*; CYP2C19 act = 0.4; Pyk2 oligo antag = -0.33
# `O=C(Cn1[nH]c(=O)c2ccccc2c1=O)OCC(=O)N1CCc2ccccc2C1` as listed: CD11b adhes inh = -8; CYP2C9 act = 1; CYP2C9 inhib = -2; Mac1 fbg enh = 0; MT1-MMP txn act = 1; PLAP act = 0.9; CYP2C19 inh = -12; CYP2C19 act = 1.1; Pyk2 oligo antag = 0.58

# The list goes on:
compound	CD11b adhes inh	CYP2C9 act	CYP2C9 inhib	Mac1 fbg enh	MT1-MMP txn act	PLAP act	CYP2C19 inh	CYP2C19 act	Pyk2 oligo antag
CC(C)Cn1cc(C(=O)N2CCOCC2)c2c3ccccc3n(C)c2c1=O	-5	0.9	8	-4	1.2	1.2	-13	1.1	0.61
Cc1cc(C)n2c(Br)c(CSc3nc4ccccc4o3)nc2n1	10	0.9	13	-6	1.5	0.9	17	0.8	0.76
c1ccc2c(c1)N1CCN=C1N2CCN1CCCCC1	-10	1	2	0	1.2	0.9	7	0.9	0.3
CC1CCN(c2nc3c(c(=O)n(C)c(=O)n3C)n2CCSc2ncccn2)CC1	2	0.8	15	-5	1	1.3	5	1	.
COc1ccccc1OCC(=O)N1CCNC1=O	6	1.1	-9	-3	1.1	1.1	-21	1.2	.
CC(C)NC(=O)c1cc2nc(-c3ccco3)cc(C(F)(F)F)n2n1	-4	0.9	8	-5	1.1	0.9	3	1	-0.37
Cc1c(C(=O)O)[nH]c2c1C(=O)CC(c1ccccc1)C2 (centres undefined)	-4	1.1	-8	-1	.	1.3	-16	1.2	-0.58
Cc1c(C(=O)C(C)C)n(C)c2ccccc12	-2	1.1	-12	17	1.2	1.1	1	1	0.51
Cc1c(OCc2ccccc2)c(=O)ccn1Cc1ccccc1	1	0.6	37	-2	1.5	1.5	68*	0.3	0.54
CC(C)NC(=O)c1cc(-c2cccs2)on1	5	0.9	14	-1	.	0.8	10	0.9	0.12
CCC(=O)N1CCN(C(=O)CC)C1c1ccccc1	80	1	-1	1	1	1.2	5	0.9	0.18
Cc1nc2c(c(=O)n1CCC1=CCCCC1)c1nc3ccccc3nc1n2/N=C/c1ccco1	-12	0.3	71*	52	1.3	1.5	35	0.7	-0.04
COc1cccc(CC(=O)NCC2COc3ccccc3O2)c1OC (centres undefined)	25	0.7	28	5	1	1.2	64*	0.4	0.05
O=C1CCNc2cc3ccccc3cc21	24	0.8	24	38	1.2	0.9	52*	0.5	-0.93
COC(=O)Cn1c(=NC(=O)CSCC(=O)NC2CCCCC2)sc2cc(OC)ccc21	3	0.9	9	-1	1.1	0.7	26	0.7	0.77
Cc1c(Nc2nc3ccccc3nc2N2CCN(c3ccccc3)CC2)c(=O)n(-c2ccccc2)n1C	3	0.2	75*	-1	1.2	1.9	35	0.7	-2
